Keap1 Nrf2 FP – Keap1-Nrf2 protein-protein interaction inhibitors, primary screen, biochemical, fluorescence polarization, single point; inhibition, % at 9.4 µM; Keap1 Kelch-Nrf2 peptide fluorescence polarization, 1536-well; 340,000 compounds, 0.15% hits; in the data active = inhibition above about 12%;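 also: human Keap1 Kelch domain with fluorescein labeled Nrf2 9mer peptide probe; 0% = neutral control wells and 100% = peptide positive control; higher means more block of Keap1 binding to Nrf2 peptide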
V-ATPase pHluor – regulators of yeast V-ATPase proton pumping, primary screen, pHLuorin cytosolic pH fluorescence | S. cerevisiae | response, % at 10 µM | 350,000 compounds, 0.37% hits | AID 504577, 2011; in the data active = response mostly above about 7.3%, no sharp cut-off; inactive = mostly below about 5.4%; also: actives read high; inactives centre near 0; some compounds called inactive have numbers as strong as hits; reference of the scale not given here
RTF Ca sens act – cardiac RTF calcium sensitivity activators, primary screen, biochemical, IANBD-TnC fluorescence, EC20 calcium; 340,000 compounds, 0.24% hits; activation, % at 7.2 µM; AID 493008, 2010; Troponin I, cardiac muscle (Homo sapiens) + Troponin T, cardiac muscle (Homo sapiens) + …; IANBD-labeled TnC RTF fluorescence at EC20 calcium; 0% EC20 calcium, 100% full calcium;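 active = activation above the mean over all tested compounds plus 3 SD, cut at about 30% in these data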;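 also: rise in fluorescence read as greater calcium sensitivity of cardiac thin filaments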
CAL-PDZ inh HTS – untagged CAL PDZ binding inhibitors, primary screen, biochemical, fluorescence polarization, HTS; Golgi-associated PDZ and coiled-coil motif-containing protein (Homo sapiens), Q9HD26; purified CAL PDZ, TMR-peptide fluorescence polarization, 1 h; inhibition, % at 24.9 µM; 300,000 compounds, 0.92% hits;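 active = mean inhibition of at least 30% with at least half of replicates also reaching 30%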;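 also: 0% = DMSO neutral control and 100% = excess unlabeled competitor peptide PRC23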
HTR5A inv ag – HTR5A inverse agonists in luminescence cell assay, primary screen, counter-screen for OPRM1-OPRD1 heterodimer inverse agonist project, full-deck HTS; 340,000 compounds, 0.083% hits; 5-hydroxytryptamine receptor 5A (Homo sapiens), P47898; inhibition, % at 9.3 µM; AID 504634, 2011; HTR5A cell line, inverse agonism; in the data active = inhibition mostly above about 23%, no sharp cut-off; inactive = mostly below about 18%;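 also: 0% = cells with DMSO and 100% = no-cell wells with DMSO; some compounds called inactive have numbers as strong as hits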
RTF Ca sens inh – cardiac RTF calcium sensitivity inhibitors, primary screen, biochemical, IANBD-TnC fluorescence, EC70 calcium; Troponin I, cardiac muscle (Homo sapiens) + Troponin T, cardiac muscle (Homo sapiens) + …; 340,000 compounds, 0.12% hits; inhibition, % at 7.15 µM; IANBD-labeled cardiac RTF, Ca2+ fluorescence;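 active = inhibition above the mean inhibition of all tested compounds plus 3 SD, cut at about 17% in these data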;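 also: assay run at fixed EC70 calcium of 1.6 mM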
HTR5A ag – HTR5A agonists in luminescence cell assay, primary screen, counter-screen for OPRM1-OPRD1 heterodimer agonist project, full-deck HTS. 340,000 compounds, 0.61% hits. AID 504692, 2011. activation, % at 9.3 µM. 5-hydroxytryptamine receptor 5A (Homo sapiens), P47898. cell-based; in the data active = activation mostly above about 9.5%, no sharp cut-off; inactive = mostly below about 7.6%;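 also: 0% = cells with vehicle only and 100% = reference agonist; strong numbers were not always called active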
OPRM1-OPRD1 inv – inverse agonists of MOR-DOR heterodimerization, primary screen, cell-based, luminescence; cell-based MOR-DOR heterodimer luminescence, inverse agonism; 340,000 compounds, 0.21% hits; AID 504357, 2011; inhibition, % at 9.3 µM; Mu-type opioid receptor (Homo sapiens) + Delta-type opioid receptor (Homo sapiens), …; in the data active = inhibition above about 22%, passing the limit was not always enough;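 also: 0% = cells with DMSO and 100% = wells without cells with DMSO; values of inactives mirror those of a sister screen read the other way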
Target sequence (P35372 whole entry, looked up): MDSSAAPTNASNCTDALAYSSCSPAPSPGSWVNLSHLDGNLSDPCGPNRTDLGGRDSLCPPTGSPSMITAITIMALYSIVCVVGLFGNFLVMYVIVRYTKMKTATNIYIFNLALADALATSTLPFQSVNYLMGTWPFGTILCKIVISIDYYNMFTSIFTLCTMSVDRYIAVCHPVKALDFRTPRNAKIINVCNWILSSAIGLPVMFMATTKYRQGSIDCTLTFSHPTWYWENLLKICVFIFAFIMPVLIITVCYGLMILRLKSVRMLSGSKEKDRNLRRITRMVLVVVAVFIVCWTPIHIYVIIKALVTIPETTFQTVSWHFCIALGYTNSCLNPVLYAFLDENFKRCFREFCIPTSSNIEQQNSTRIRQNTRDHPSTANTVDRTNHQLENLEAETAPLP
Target sequence (P41143 whole entry, looked up): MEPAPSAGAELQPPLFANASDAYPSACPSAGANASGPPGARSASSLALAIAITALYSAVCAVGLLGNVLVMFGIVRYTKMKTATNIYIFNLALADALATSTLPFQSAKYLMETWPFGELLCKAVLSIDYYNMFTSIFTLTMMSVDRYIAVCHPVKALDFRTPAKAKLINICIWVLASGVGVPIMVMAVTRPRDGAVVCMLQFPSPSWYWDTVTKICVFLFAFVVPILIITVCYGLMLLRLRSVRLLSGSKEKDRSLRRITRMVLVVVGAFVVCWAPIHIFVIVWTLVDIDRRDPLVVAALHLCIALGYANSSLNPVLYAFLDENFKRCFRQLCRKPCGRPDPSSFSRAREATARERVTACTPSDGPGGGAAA
LANA DNA inh – inhibitors of KSHV C-LANA binding to DNA, primary screen, biochemical, fluorescence polarization, FAM-LBS DNA, MBP-C-LANA, single point | 340,000 compounds, 0.078% hits | AID 504423, 2011 | inhibition, % at 9 µM;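 active = highest replicate inhibition at or above 60% at 9 µM, even if other replicates fall short; inactive = all replicates below 60% inhibition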;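 also: 0% = neutral control wells and 100% = 4 µM acridine orange control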
OPRM1-OPRD1 ag – agonists of OPRM1-OPRD1 heterodimerization, primary screen, cell-based, luminescence; Mu-type opioid receptor (Homo sapiens) + Delta-type opioid receptor (Homo sapiens), …; cells; activation, % at 9.3 µM; 340,000 compounds, 0.3% hits; AID 504326, 2011; in the data active = activation above about 18%;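 also: 0% = vehicle-treated cells and 100% = reference agonist; values of inactives mirror those of a sister screen read the other way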
The depositor's hits bear a star; x = no result given. Rows were taken by chance. Share with any hit: about 2.8%.

compound	HTR5A ag	HTR5A inv ag	RTF Ca sens inh	V-ATPase pHluor	LANA DNA inh	RTF Ca sens act	OPRM1-OPRD1 ag	OPRM1-OPRD1 inv	CAL-PDZ inh HTS	Keap1 Nrf2 FP
CCN1C(=O)[C@H]2[C@@H](c3ccc(C)cc3)N3C(=O)N(c4ccc(OC)cc4)C(=O)[C@@]3(C)[C@H]2C1=O	0	-1	-7	3	1.6	-3	-1.0	6	-2	1
COc1cccc(C(=O)CN2CCN(S(=O)(=O)c3ccc(Br)cc3)CC2)c1	2	4	-13	4	1.0	-1	-2.9	13	x	0
CCOc1ccc(NC(=O)CN(C)C(=O)Cc2n[nH]c(=O)c3ccccc23)cc1OCC	-5	12	-4	1	0.4	1	-1.1	4	2	-5
CCOC(=O)C1CCN(C(=O)CCc2c(C)nc3c(-c4ccc(F)cc4)c(C)nn3c2C)CC1	-5	13	-12	3	-0.6	0	-0.9	6	x	-1
O=c1oc2ccc3ccccc3c2cc1-c1nc2ccccc2o1	-2	-9	-10	1	1.0	2	2.5	-15	-3	-3
O=C(c1noc2c1CCc1ccccc1-2)N1CCOCC1	8	-11	-2	2	-0.4	-1	0.2	-1	7	1
CN1CCN(C2=C(Cl)C(=O)N(c3ccc(Cl)c(Cl)c3)C2=O)CC1	1	-12	-6	0	-0.1	-6	-0.5	3	-2	-7
CCCn1c(=O)c(C(=O)Nc2cccc(C)n2)c(O)c2ccccc21	-2	7	2	1	-0.9	-3	-2.4	12	14	-4
CSc1nc2c(c(=O)[nH]1)C(c1ccc(F)cc1)CC(=O)N2 (configuration not stated)	1	-3	-3	-2	2.7	3	-1.1	6	-2	4
O=C(Nc1cc(C(F)(F)F)ccc1N1CCOCC1)C1CC1	-1	1	-4	1	-0.5	-2	-1.8	7	-6	-4
CCOc1cc(-n2ncc(C#N)c2N)nc(SC)n1	0	-1	3	-2	0.1	-8	-1.2	6	-9	-4
CN(C)c1ncnc2c1ncn2C1CCCO1 (configuration not stated)	0	-1	-11	1	1.9	6	-2.8	15	1	-3
CCOc1ccc(-c2cc(N)n(S(=O)(=O)c3ccc(OC)c(OC)c3)n2)cc1	10	-27	-3	1	-0.5	-3	-3.8	20	x	2
CN(Cc1ccccc1)c1nc(-c2cccc([N+](=O)[O-])c2)nc2ccccc12	2	-6	-6	9	1.3	0	-2.1	11	x	-2
COc1ccccc1S(=O)(=O)n1cc(Cc2ccccc2)c(N)n1	0	-22	-1	3	3.3	1	1.9	-10	x	-3
CC(O)CNc1nc2ccccc2n1CC(=O)NC12CC3CC(CC(C3)C1)C2 (configuration not stated)	x	x	-5	2	-0.2	5	x	x	6	-2
S=C(Nc1cccc2ccccc12)NN1CCOCC1	0	7	10	10	-1.7	1	2.5	-14	-4	7
O=C(O)c1ccc(/C=C/C(=O)c2ccc3c(c2)OCCCO3)cc1	-4	11	-3	-1	0.7	0	-1.5	8	-6	-7
C(CNC1C2CC3CC(C2)CC1C3)CN1CCOCC1 (configuration not stated)	4	-11	3	7	-0.4	-1	-2.1	10	-2	-6
CN(C)S(=O)(=O)c1cccc(C(=O)OCC(=O)Nc2sccc2C#N)c1	1	-6	-4	-7	1.4	3	-2.7	15	-1	-3
Cc1cccc(NC(=S)NNC(=O)c2cc3c(s2)CCC(C)C3)c1C (configuration not stated)	-5	14	-16	-2	2.5	-6	2.0	-14	5	0
COc1ccccc1NC(=S)NCCC(c1ccccc1)c1ccccc1	2	-4	-3	-3	1.2	-1	-4.4	22	-2	-3
CCOCCn1c(N2CCCC2)nc2c1c(=O)n(C)c(=O)n2C	1	-2	-8	-3	-2.8	-6	-0.9	4	3	1
CSCCC(=O)N(C)CC1CCN(CCc2cccc(C(F)(F)F)c2)CC1	-1	4	-14	5	1.6	-4	-1.9	9	-3	-2
CCOc1ccc(NC(=O)CN(C)C(=O)CSCc2c(C)noc2C)cc1OCC	2	-6	-51	-3	0.0	2	-0.4	3	9	1
O=C(NCCCCCCNC(=O)c1ccncc1)c1ccncc1	1	16	-15	3	1.6	12	0.9	-5	1	-3
CCn1cc(CN2CCc3c([nH]c4ccccc34)C2c2cccc(O)c2)c(C)n1 (configuration not stated)	0	-2	0	0	1.1	0	-0.8	4	x	-1
CS(=O)(=O)N(CC(=O)O)c1ccc(C23CC4CC(CC(C4)C2)C3)cc1	2	-9	5	-1	-1.3	-5	-3.2	15	-4	2
CS(=O)(=O)N1c2ccccc2[C@]2(Br)C[C@H]3C(=O)N[C@@H](Cc4ccccc4)C(=O)N3[C@H]12	1	-16	2	-1	1.3	2	-2.3	11	-6	1
CC(C)c1nnc(NC(=O)CSc2nc3ccccc3s2)s1	-3	7	4	-1	1.1	3	0.6	-3	-2	-2

8 compounds from above, arranged by molar mass, highest first.
compound	HTR5A ag	HTR5A inv ag	RTF Ca sens inh	V-ATPase pHluor	LANA DNA inh	RTF Ca sens act	OPRM1-OPRD1 ag	OPRM1-OPRD1 inv	CAL-PDZ inh HTS	Keap1 Nrf2 FP
CCOC(=O)C1CCN(C(=O)CCc2c(C)nc3c(-c4ccc(F)cc4)c(C)nn3c2C)CC1	-5	13	-12	3	-0.6	0	-0.9	6	x	-1
CSCCC(=O)N(C)CC1CCN(CCc2cccc(C(F)(F)F)c2)CC1	-1	4	-14	5	1.6	-4	-1.9	9	-3	-2
CN(C)S(=O)(=O)c1cccc(C(=O)OCC(=O)Nc2sccc2C#N)c1	1	-6	-4	-7	1.4	3	-2.7	15	-1	-3
Cc1cccc(NC(=S)NNC(=O)c2cc3c(s2)CCC(C)C3)c1C (configuration not stated)	-5	14	-16	-2	2.5	-6	2.0	-14	5	0
CN(Cc1ccccc1)c1nc(-c2cccc([N+](=O)[O-])c2)nc2ccccc12	2	-6	-6	9	1.3	0	-2.1	11	x	-2
CS(=O)(=O)N(CC(=O)O)c1ccc(C23CC4CC(CC(C4)C2)C3)cc1	2	-9	5	-1	-1.3	-5	-3.2	15	-4	2
O=C(c1noc2c1CCc1ccccc1-2)N1CCOCC1	8	-11	-2	2	-0.4	-1	0.2	-1	7	1
C(CNC1C2CC3CC(C2)CC1C3)CN1CCOCC1 (configuration not stated)	4	-11	3	7	-0.4	-1	-2.1	10	-2	-6

Additional compounds.
compound	HTR5A ag	HTR5A inv ag	RTF Ca sens inh	V-ATPase pHluor	LANA DNA inh	RTF Ca sens act	OPRM1-OPRD1 ag	OPRM1-OPRD1 inv	CAL-PDZ inh HTS	Keap1 Nrf2 FP
CCOP(=O)(OCC)C(NC(=O)c1cc([N+](=O)[O-])cc([N+](=O)[O-])c1)C(F)(F)F (configuration not stated)	2	-6	-3	-1	0.3	-2	3.3	-17	4	-4
CCc1ccc(N(CC(=O)NC(C)(C)C)C(=O)CNC(=O)c2cccs2)cc1	3	-8	-22	-4	0.9	5	-1.5	8	-4	-2
CCOC(=O)c1sc2ncn(C(CC)C(=O)OCC)c(=O)c2c1C (configuration not stated)	3	-9	6	-3	-0.9	-2	2.5	-14	0	2
C=CCN1C(=O)CSc2ccc(C(=O)NCc3ccco3)cc21	3	15	-7	-3	0.5	7	-3.0	16	x	-4
O=C(Nc1cccc(S(=O)(=O)N2CCOCC2)c1)c1cn(-c2ccccc2)nc1-c1ccccc1	2	-5	-5	-3	-1.3	1	1.3	-9	-3	-2
COc1ccccc1NNC(=O)C(O)(c1ccccc1)c1ccccc1	-4	-26	-9	-2	-1.8	-2	-3.5	18	-11	3
O=C(CNC(=O)c1ccccc1Br)NCCSc1ccc(Br)cc1	0	-6	-2	4	-2.3	-3	-0.6	4	-2	-4
COc1cc(OC)c(S(=O)(=O)N2CCOCC2)cc1S(=O)(=O)N1CCOCC1	5	14	-3	-4	-1.3	2	-5.0	17	-4	1
COc1ccc(C2CC(c3ccccc3)=NN2C(=O)COC(=O)C2(C)CC2(Cl)Cl)cc1 (configuration not stated)	0	0	-6	1	-0.7	3	-1.8	9	-3	1
COc1cc(C#N)ccc1OCC(=O)Nc1cccc(S(=O)(=O)N2CCCC2)c1	3	12	-1	-2	0.3	-2	0.0	0	3	-4
Cc1cccc(OCc2nnc(SCC(=O)N3c4ccccc4CC3C)n2C)c1C (configuration not stated)	-3	-4	-6	-4	-2.1	2	6.4	-34	-5	-2
CCCn1cc(CN2CCC(Cc3ccccc3)(C(=O)OCC)CC2)c(C)n1	0	1	-18	1	0.7	5	-1.4	7	3	-8
COc1ccc(C2C=C(C)Nc3ncnn32)cc1 (configuration not stated)	-1	3	4	1	1.5	5	-3.2	17	-3	-3
CC(=O)c1ccc(N2CCN(C(=O)CCCn3c(=O)[nH]c4ccccc4c3=O)CC2)cc1	7	31	-5	-2	3.4	-1	-1.5	7	16	0
CN1CCN(CCc2cn3ncc(C#N)c3nc2-c2ccc(F)cc2)CC1	5	-15	-10	0	1.0	5	0.4	-2	5	2
COc1ccc(NC(=O)c2ccccc2N2C(=O)C3C4C=CC(C5CC45)C3C2=O)c(OC)c1 (configuration not stated)	5	-4	4	-5	1.9	1	-1.9	10	1	-6
CCC(=O)c1c[nH]c(C(=O)N2CCN(c3ccccc3)CC2)c1	-1	2	-3	-2	0.1	-6	-3.4	19	3	-2
CC1=C(C(=O)OCc2ccccc2)C(c2ccco2)n2ncnc2N1 (configuration not stated)	-3	8	-10	0	2.4	9	-2.6	13	4	-2
C=CCn1cccc(C(=O)Nc2cc(OC)c(OC)c(OC)c2)c1=O	x	x	x	3	0.4	x	x	x	3	-1
CCOC(=O)/C=C1\NC(=O)CS1	-2	7	-5	1	-0.3	-1	-2.4	13	-4	3
COC(=O)c1ccc(C(=S)N2CCOCC2)cc1	-1	22	5	x	0.3	-2	-2.0	12	-3	0
O=C(CSc1nc2ccccc2[nH]1)Nc1ccc(F)cc1	12	-34	-3	8	-0.1	7	-2.0	11	x	-6
COc1ccc(-c2nc(N/N=C(\C)c3ccc(O)cc3)c3ccccc3n2)cc1	3	-7	-18	-1	-0.8	0	-0.4	2	0	-1

From PubChem BioAssay
